# RXFP1 agonist – activates the human relaxin receptor RXFP1 | hit rate 0.3% among 370,000 | Potency, µM (titrated, usually from 57.5 µM), inactives show top-dose activation, usual class: activators | HEK293T-RXFP1 cAMP TR-FRET, 30 min; response scale: percent of porcine relaxin response, buffer zero; note: potency is the fitted concentration of half-maximal effect; % is set by controls: 0 for no effect and ±100 for the full control effect; nearly all actives have a fitted effect of over 60% in size; many of its hits are not listed in these tables
#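 HEK293 cells stably expressing RXFP1, treated 30 min at 37C with compounds plus PDE4 inhibitor Ro 20174; cAMP measured by HTRF TR-FRET. Normalized to buffer and 29 nM porcine relaxin; EC50 by Hill fit.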
# Vif-A3F inh – Vif-A3F binding inhibition. HeLa A3F-eYFP + Vif (tagged APOBEC3F with the HIV-1 protein that degrades it), YFP fluorescence increase. Potency, µM (titrated, usually from 46.1 µM), without a hit: at the top dose activity, negative = active. hit rate 0.2% among 390,000. AID 602313; note: potency is the fitted concentration of half-maximal effect; % of control where 0% means no effect; nearly all actives have a fitted effect of over 65% in size
#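 HeLa cells stably expressing A3F-eYFP plus Vif, plated and incubated overnight at 37 deg C, then exposed to compounds overnight at 37 deg C. Blocked degradation read as raised yellow fluorescence (Ex 488/Em 500-530).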
# PI4K2A block – inhibitors of human PI4K2A | activity change, negative = inhibition, % at 76.9 µM | purified PI4K2A, ADP-Glo luminescence, 1 h; stronger effect = lower value | AID 1346378 | hit rate 0.13% among 420,000 | Q9BTU6; in the data active = activity change below about -50%; inconclusive = mostly about -30% to -49%;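 note: -100% = wells without enzyme as full effect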
#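 Compounds are screened against recombinant PI4K2A using PI as substrate and ATP, the latter dispensed at 300 microM. Reactions run one hour at ambient temperature before ADP-Glo detection; full inhibition defined by wells lacking enzyme.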
# GRP78 ERSR act – inducers of ER stress response in human glioma cells | U87-MG GRP78 promoter luciferase reporter, 16 h | Potency, µM, without a hit: at the highest dose activation, usual class: activators | hit rate 0.02% among 420,000 | AID 602332; note: potency is the fitted concentration of half-maximal effect; series mostly up to about 76 µM; % of control where 0% means no effect; nearly all actives have a fitted effect of over 35% in size
#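 ERSR induction read as luciferase luminescence (Bright-Glo, 10 min at room temperature) in stably transfected human U87-MG glioma cells exposed to compounds for 16 h, using GRP78 as sensor.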
# Vif-APOBEC3G blk – inhibitors of Vif-APOBEC3G interaction | HeLa A3G-eYFP + Vif (tagged APOBEC3G with the HIV-1 protein that degrades it), YFP fluorescence, overnight | Potency, µM (series often up to 46.1 µM), for inactives: at the highest dose activity, negative = active, actives largely listed as inhibitors | hit rate 0.076% among 410,000;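 note: potency is the fitted concentration of half-maximal effect; % is set by controls: 0 for no effect and ±100 for the full control effect; nearly all actives have a fitted effect of over 60% in size; hits raise eYFP signal because A3G escapes Vif-driven loss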
#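 HeLa cells stably expressing Vif and C-terminally eYFP-tagged A3G, seeded overnight at 37 deg C, then exposed to compound by pintool overnight at 37 deg C. Rise in yellow fluorescence (Ex 488/Em 500-530, Acumen) marks blocked Vif-driven A3G degradation.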
# IDH1 R132H inh – human IDH1 R132H inhibition; hit rate 0.093% among 390,000; IDH1-R132H enzyme, NADPH consumption, diaphorase/resazurin fluorescence; O75874; Potency, µM (series often up to 76.6 µM), for inactives: at the highest dose activity change, negative = inhibition, most hits filed as inhibitors; note: potency is the fitted concentration of half-maximal effect; % is set by controls: 0 for no effect and ±100 for the full control effect; nearly all actives have a fitted effect of over 65% in size
# Target sequence (O75874 whole entry R132H, stated change not applied): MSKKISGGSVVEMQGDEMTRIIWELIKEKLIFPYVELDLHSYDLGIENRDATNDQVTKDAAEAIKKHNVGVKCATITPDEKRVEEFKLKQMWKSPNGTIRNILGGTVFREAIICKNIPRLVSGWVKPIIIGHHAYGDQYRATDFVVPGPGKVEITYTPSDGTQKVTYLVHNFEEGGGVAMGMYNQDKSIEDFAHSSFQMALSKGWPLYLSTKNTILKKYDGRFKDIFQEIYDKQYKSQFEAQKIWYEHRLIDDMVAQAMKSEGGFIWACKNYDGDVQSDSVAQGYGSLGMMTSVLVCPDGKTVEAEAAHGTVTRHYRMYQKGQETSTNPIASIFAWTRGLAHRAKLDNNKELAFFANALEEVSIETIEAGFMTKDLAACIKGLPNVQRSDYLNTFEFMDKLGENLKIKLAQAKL
#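 IDH1-R132H (0.5 ug/mL) preincubated 30 min with compound, then NADPH (0.016 mM) and alpha-KG (2 mM) added; 80 min at RT, pH 7.5. Remaining NADPH coupled via diaphorase/resazurin to fluorescence (540/590 nm); concentration-response curves normalized to no-enzyme control.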
# TrxR1 substrate – substrates of rat thioredoxin reductase 1 | Potency, µM (titrated, usually from 114 µM), for inactives: at the highest dose activity change, negative = substrate turnover | purified TrxR1 substrate turnover, NADPH consumption readout | hit rate 0.01% among 390,000; note: potency is the fitted concentration of half-maximal effect; % is set by controls: 0 for no effect and ±100 for the full control effect; nearly all actives have a fitted effect of over 50% in size
# Target sequence (O89049 whole entry, looked up): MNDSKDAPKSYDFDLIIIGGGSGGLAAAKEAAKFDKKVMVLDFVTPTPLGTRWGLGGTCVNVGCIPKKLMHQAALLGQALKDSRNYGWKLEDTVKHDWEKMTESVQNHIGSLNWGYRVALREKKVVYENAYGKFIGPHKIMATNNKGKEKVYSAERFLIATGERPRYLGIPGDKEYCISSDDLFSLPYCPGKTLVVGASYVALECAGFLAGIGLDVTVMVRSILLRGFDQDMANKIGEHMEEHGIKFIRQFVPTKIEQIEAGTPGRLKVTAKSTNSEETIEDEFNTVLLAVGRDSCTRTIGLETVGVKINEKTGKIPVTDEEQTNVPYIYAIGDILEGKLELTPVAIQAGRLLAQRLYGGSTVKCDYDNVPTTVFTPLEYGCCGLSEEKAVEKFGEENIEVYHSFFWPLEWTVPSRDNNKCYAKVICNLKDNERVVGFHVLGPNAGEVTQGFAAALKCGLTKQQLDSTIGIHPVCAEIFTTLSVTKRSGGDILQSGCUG
#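 Rat TrxR1, dispensed at 90 nM, was prereduced with 400 uM NADPH (final) for 5 min at ~22 deg C, then incubated with compound 15 min before 400 uM selenite. A first-read NADPH fluorescence drop versus no-compound background flagged substrates.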
# LDHA inh – LDHA (human) enzyme inhibition; P00338; purified LDHA, NADH/diaphorase-resazurin fluorescence; stronger effect = lower value; activity change, % (values are at about 110 or 230 µM); hit rate 0.15% among 480,000; AID 1347041; in the data active = activity change below about -30%; inconclusive = mostly about -25% to -30%;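 note: plate controls were DMSO wells for no effect and wells without enzyme for full effect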
#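 LDH5 2 nM; NADH 0.06 mM, pyruvate 0.2 mM; 200 mM Tris pH 7.4, EDTA, Tween-20; 5 min RT. Detection: diaphorase 0.133 mg/mL + resazurin 37 µM, fluorescence ex540/em590 at 0 and 20 min; normalized to enzyme-free and DMSO wells.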
# USP1 inh – USP1/UAF1 (human) deubiquitinase inhibition | Potency, µM (highest dose often 57.1 µM), without a hit: top-dose activity change, negative = inhibition, hits mostly inhibitors | AID 743255 | recombinant USP1/UAF1, Ub-Rhodamine cleavage fluorescence | O94782 | hit rate 0.23% among 390,000; note: potency is the fitted concentration of half-maximal effect; % is set by controls: 0 for no effect and ±100 for the full control effect; nearly all actives have a fitted effect of over 60% in size; inactives centre near -12
#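 USP1/UAF1 complex (1 nM) preincubated 15 min at room temperature with compound, then Ub-Rho substrate (150 nM final) added. Kinetic fluorescence at 480/540 nm over 6 reads at 60 s intervals; 50 mM HEPES pH 7.8, 0.5 mM EDTA, 0.1 mg/ml BSA, 1 mM TCEP, 0.01% Tween-20.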
# Numbers without * were called inactive; ? = inconclusive; · = no result given; [ ] = remark or other dose. Unless noted, calls come from the whole dose curve; as a rule, active = well fitted curve in the direction sought with a large enough effect; inconclusive = small, poorly fitted or top-dose-only effect, or another doubt; inactive = no such curve, though single readings can be large; an effect the other way counts as inactive or inconclusive.
structure	RXFP1 agonist	Vif-A3F inh	PI4K2A block	GRP78 ERSR act	Vif-APOBEC3G blk	IDH1 R132H inh	TrxR1 substrate	LDHA inh	USP1 inh
N#Cc1ccc(NC(=O)CNc2cc(S(=O)(=O)N3CCOCC3)ccc2NCC2CCCO2)cc1 (centres undefined)	1.0%	0.0%	-1.2	-2.8%	-4.2%	5.5%	-5.0%[57.1 µM]	15.2	-6.7%
CC1(C)CC(=O)C(C2=NC(C)(C)Cc3ccccc32)=C(O)C1	-0.5%	0.0%	0.4	-6.0%	-5.9%	0.1%	-12.8%	2.7	-15.2%
Cc1ccc(-n2cc(CNCCN3CCOC3=O)c(-c3ccc(F)cc3)n2)cc1	2.3%	-8.5%	0.6	2.8%	7.1%	9.3%	8.4%[57.1 µM]	2.1	-2.6%
COc1ccccc1Cc1c(-c2cccc(Cl)c2)nc2ccc(Br)cn12	·	·	-4.5	3.9%	-22.5%	·	·	0.8	·
O=C(NCc1ccccc1F)c1ccc(S(=O)(=O)N2CCCCCC2)cc1	-1.2%	11.6%	-1.9	-1.6%	1.7%	3.5%	1.5%	-0.5	-23.3%
O=C(c1cc([N+](=O)[O-])ccc1N1CCOCC1)N1CCN(c2ccc([N+](=O)[O-])cc2)CC1	0.3%	-3.1%	2.8	-1.9%	1.0%	7.0%	-8.7%	6.1	-12.5%
O=C1CCCC2=C1C(c1ccc(O)c(Br)c1)C1=C(CCCC1=O)N2c1ccccc1	1.1%	-7.9%	-4.4	-1.0%	-23.4%	?	-4.4%	-4.3	-26.2%
O=[N+]([O-])c1ccc(C2CCCC/C2=N/O)c([N+](=O)[O-])c1 (centres undefined)	0.4%	-7.6%	-0.4	2.3%	6.8%	-7.4%	0.8%	-1.7	-17.2%
CCc1nc(-c2cc(S(=O)(=O)N3CCN(c4ccc(OC)cc4)CC3)ccc2OC)no1	-1.8%	0.4%	-2.8	-1.7%	5.8%	3.5%	-0.5%	-9.4	-17.7%
O=C(CCl)NN=C(c1ccccc1)c1ccccc1	-0.7%	0.8%	-4.5	-2.1%	2.6%	-0.4%	6.8%[57.1 µM]	-1.1	-13.4%
COc1ccccc1CNc1ncnc2c1c(-c1ccccc1)cn2-c1cccc(C)c1	-1.5%	2.1%	-0.1	-3.2%	5.3%	8.8%	-4.0%[57.1 µM]	-7.0	1.8%
C[C@H](O)[C@@H]1C(=O)N2CCc3c([nH]c4ccccc34)[C@@H]2C[C@@H]1N(C)C(=O)Nc1cccc2ccccc12	·	·	-16.2	-1.8%	-7.7%	·	·	14.4	·
O=C(Cc1ccc(NC(=O)N2CCSc3ncccc32)cc1)NCc1ccccc1	0.0%	0.4%	-3.0	-1.3%	-5.0%	3.1%	8.0%	-6.6	-26.8%
N#CCCNCC1(c2ccccc2)CCCC1	-0.2%	3.7%	-2.6	-5.2%	1.1%	3.4%	6.8%[57.1 µM]	-2.8	-12.9%
CN(CC(=O)Nc1cccc(F)c1)C(=O)/C=C/c1ccc(Br)s1	-0.5%	-13.2%	-0.4	-2.8%	-2.2%	12.2%	-3.3%[57.1 µM]	-4.2	-6.6%
Cn1c(=O)c(=O)n(C)c2cc(N3CCCC3)c(NS(=O)(=O)c3ccc(F)cc3)cc21	10.3%	-2.1%	5.8	-0.6%	0.1%	13.3%	-8.3%	3.3	-13.4%
O=C(NCc1ccc2c(c1)OCO2)c1nn2cccnc2c1Cl	4.4%	-5.2%	-4.1	-2.6%	-0.6%	2.2%	7.1%[57.1 µM]	1.4	-19.0%
c1ccc(CNc2ncnc3c2cnn3Cc2ccccc2)cc1	-0.2%	-17.6%	-1.6	-4.4%	?	0.5%	2.8%	-0.6	-21.6%
O=c1c2ccccc2[nH]c(=S)n1CCC1=CCCCC1	2.2%	-9.6%	0.7	-1.8%	0.6%	6.4%	-2.3%	3.5	-10.7%
COc1ccccc1N1CC(C(=O)Nc2ccc(C)c(S(=O)(=O)N3CCOCC3)c2)CC1=O (centres undefined)	·	-0.6%	-5.8	-4.3%	1.1%	0.5%	8.7%	1.1	-26.0%
Cc1cc2ccccc2c(=O)n1CC(=O)NCc1ccco1	-0.2%	-12.8%	11.4	-3.3%	-0.1%	15.9%	2.8%[57.1 µM]	-5.0	3.5%
O=C(O)c1ccc(NCc2nc3ccccc3n2Cc2ccccc2F)cc1	4.9%	3.3%	3.9	-5.3%	-8.6%	-0.6%	-0.7%	-2.7	-20.4%
Cn1c(N)c(C(=O)COC(=O)c2ncc(Cl)c(Cl)c2Cl)c(=O)n(C)c1=O	15.2%	-3.8%	-10.2	-1.3%	-1.4%	14.2%	13.6%[57.1 µM]	-5.5	-1.5%
COc1cccc(CNc2nc3ccccc3n2C(C)C)c1O	-0.9%	11.5%	2.6	0.5%	3.6%	-1.4%	-6.4%	0.3	-18.9%
CC(C)(C)OC(=O)C[C@@H]1C/C=C\C[C@@H](CC(=O)NCCO)C(=O)N[C@H](Cc2c[nH]c3ccccc23)COC1=O	·	3.8%	1.3	-0.1%	-3.5%	2.3%	9.8%	-1.6	-16.0%
Nc1cc(N)nc(SCc2cc([N+](=O)[O-])cc3c2OCOC3)n1	12.4%	0.2%	14.0	-2.5%	-2.5%	5.0%	-8.1%	-3.5	-6.4%
CCCCNC(=O)C1COc2ccccc2O1 (centres undefined)	0.0%	-4.6%	-4.1	-0.7%	3.0%	1.1%	14.0%	-6.9	?
O=C(NCC1CCCCC1)c1ccc(Cl)c(S(=O)(=O)N2CCOCC2)c1	-0.3%	6.9%	2.9	-5.4%	-1.0%	-18.3%	2.9%	-10.2	-18.3%
CNC(=O)CS(=O)(=O)CC(=O)Nc1cc(OC(C)C)c(Cl)cc1Cl	0.5%	16.0%	-2.0	-4.3%	0.5%	8.1%	-4.3%[57.1 µM]	-19.8	-21.5%
COc1cccc(C(c2nnnn2C2CCCCC2)N2CCN(C/C=C/c3ccccc3)CC2)c1OC (centres undefined)	·	·	-0.9	-3.8%	-5.3%	·	·	5.2	·
COC(=O)c1ccc(/C=N/OCC(=O)Nc2cc(F)ccc2F)cc1	-1.7%	2.1%	-4.1	-6.1%	-5.9%	-0.3%	3.6%	-3.1	-25.1%
NNC(=O)c1cncc(Br)c1	3.7%	17.2%	0.6	0.2%	2.7%	1.6%	12.4%[57.1 µM]	-8.7	-3.1%
Cc1cccc(C(=O)Oc2ccccc2C(=O)N2CCOCC2)c1	4.9%	4.0%	5.7	-1.8%	-1.7%	-3.4%	0.7%	-0.7	-9.7%
Cc1noc(NS(=O)(=O)c2ccc(NC(=O)CCC3CCCCC3)cc2)c1C	0.6%	4.6%	-2.6	0.8%	-15.3%	-0.7%	5.4%[57.1 µM]	-8.5	-6.7%
CCOc1ccc(C(=O)NCC(c2ccco2)S(=O)(=O)c2cccs2)cc1 (centres undefined)	-1.0%	-0.1%	-1.8	2.2%	5.2%	0.0%	5.5%[57.1 µM]	-5.4	?
O=C(/C=C/c1ccc2c(c1)OCO2)N1CCN(c2ccc(Cl)cc2)CC1	-0.4%	-18.2%	2.4	0.5%	2.5%	9.4%	-11.8%	-4.7	-6.8%
CCN(CC)S(=O)(=O)c1cccc(C(=O)Nc2ccccc2C(=O)Nc2ccc(Cl)cc2)c1	0.5%	8.3%	0.4	-1.5%	3.3%	-13.3%	-1.5%[57.1 µM]	3.2	-22.2%
CCOC(=O)c1cc(S(=O)(=O)Nc2cc(OC)ccc2OC)[nH]n1	-0.4%	-3.5%	3.5	-4.0%	-0.7%	2.6%	-3.2%[57.1 µM]	9.3	-0.7%
CCOC(=O)c1c(C)[nH]c(C(=O)OC)c1CCC(=O)OC	-0.5%	·	-0.8	-11.2%	-5.3%	1.1%	-2.4%[2.29 µM]	-4.4	-9.6%
O=C(Nc1ccc(F)cc1F)c1cc(-c2ccccc2O)no1	0.2%	-2.6%	-0.6	2.2%	0.4%	14.2%	-13.7%	-4.1	1.0%
Cc1[nH]n(-c2ccccc2)c(=O)c1C(c1ccc(C(=O)O)cc1)c1c(C)[nH]n(-c2ccccc2)c1=O	0.3%	-1.0%	-20.2	-2.9%	1.1%	8.0%	-2.4%	8.3	-11.7%
COCCCC1CCN(C(=O)C2CCC(=O)N(CC3CCCCC3)C2)CC1 (centres undefined)	0.0%	-1.1%	1.4	-6.0%	-0.3%	7.0%	-8.6%	1.2	-17.8%

# Complete entries, looked up by structure.
# Profile of O=c1c2ccccc2[nH]c(=S)n1CCC1=CCCCC1 = RXFP1 agonist = 2.2%; Vif-A3F inh = -9.6%; PI4K2A block = 0.7; GRP78 ERSR act = -1.8%; Vif-APOBEC3G blk = 0.6%; IDH1 R132H inh = 6.4%; TrxR1 substrate = -2.3%; LDHA inh = 3.5; USP1 inh = -10.7%
# Profile of CCOC(=O)c1c(C)[nH]c(C(=O)OC)c1CCC(=O)OC = RXFP1 agonist = -0.5%; Vif-A3F inh = ·; PI4K2A block = -0.8; GRP78 ERSR act = -11.2%; Vif-APOBEC3G blk = -5.3%; IDH1 R132H inh = 1.1%; TrxR1 substrate = -2.4%[2.29 µM]; LDHA inh = -4.4; USP1 inh = -9.6%

# This is a subset; rates above refer to the full screens.
